# Assay outcomes from PubChem BioAssay.
# MLL CXXC-DNA inh = MLL CXXC-DNA interaction inhibition | Potency, µM (highest dose often 115 µM), inactives show at the top dose activity change, negative = inhibition, usual class: inhibitors | 290,000 tested, 0.037% active | Q03164 | MLL-CXXC / FITC-HOXA9 DNA fluorescence polarization | AID 2662; active = well fitted inhibition curve with a large enough effect in the polarisation, with a control signal flat, not every such curve was filed as active; inconclusive = small, poorly fitted or top-dose-only effect, or effect the other way, or a change in a side signal; inactive = no such curve, though single readings can be large or run the other way; the % refers to the polarisation; note: potency is the fitted concentration of half-maximal effect
#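 Purified MLL-CXXC (added from a 7 uM solution) was preincubated 5 min at ambient with pinned compounds in 50 mM Tris-HCl pH 7.5, 50 mM NaCl, 1 mM DTT, 0.05% BSA. Fluorescein-labeled HOX-A9 DNA (50 nM solution) followed, 30 min, then polarization read.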
# AT treatment = potential ataxia-telangiectasia treatments restoring KAP-1 phosphorylation; Potency, µM (top dose mostly 57.5 µM), without a hit: top-dose activation, actives largely listed as activators; […] A-T fibroblasts, KAP-1 phosphorylation AlphaLISA; neocarzinostatin DNA damage 30 min before lysis; 320,000 tested, 0.19% active; note: potency is the fitted concentration of half-maximal effect; % of control where 0% means no effect; nearly all actives have a fitted effect of over 45% in size
#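 hTERT-immortalized A-T patient fibroblasts ([…]), 500 cells/well in OPTI-MEM, 1% FBS, got compounds for 60 min, then NCS for 30 min at 37C. Lysates were then assayed for phospho-KAP-1 by AlphaLISA (anti-pKAP1 donor, anti-KAP1 acceptor beads), 6 hr at 25C.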
# p53 reactivation = mutant p53 re-activation in reporter cells. H1299 p53-A138V BP100-luciferase reporter, luminescence, 24 h. Potency, µM (top dose mostly 92.2 µM), without a hit: at the highest dose activity change, positive = activation, hits mostly activators. AID 504706. 320,000 tested, 0.063% active; note: potency is the fitted concentration of half-maximal effect; % of control where 0% means no effect; nearly all actives have a fitted effect of over 45% in size
#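 p53-null H1299 cells stably carrying temperature-sensitive p53-A138V and a BP100-luciferase reporter were pinned with compounds (4-point, 1:5 series) and held 24 hrs at 37 deg C. Luminescence was read 10 min after detection reagent.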
# Integrin act MD = activates integrin-mediated alleviation for muscular dystrophy; alpha7betagal myoblasts, beta-gal FDG fluorescence, 48 h; Potency, µM (series often up to 38.3 µM), without a hit: top-dose activation, actives largely listed as activators; 350,000 tested, 0.064% active;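 note: potency is the fitted concentration of half-maximal effect; 100% = response of the positive control SU9516; nearly all actives have a fitted effect of over 60% in size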
#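 Alpha7betagal+/- myoblasts (passage 13) were plated 16-24 hr, then exposed to compounds (1:260 dilution of DMSO stock) for 48 hours at 37C. After MPER lysis, β-galactosidase reporter activity was read as FDG fluorescence (ex 480/em 540) after 30 minutes.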
# B2AR arrestin = beta2AR (human) beta-arrestin recruitment activity | P07550 | AID 492947 | Potency, µM (doses to about 46.1 µM), inactives show at the highest dose activation, hits mostly activators | 330,000 tested, 0.02% active | beta-arrestin recruitment to beta2AR, cell-based reporter;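 note: potency is the fitted concentration of half-maximal effect; 0% = DMSO controls and full agonism = EC100 isoproterenol or metaproterenol; nearly all actives have a fitted effect of over 65% in size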
# Target sequence (P07550 whole entry, looked up): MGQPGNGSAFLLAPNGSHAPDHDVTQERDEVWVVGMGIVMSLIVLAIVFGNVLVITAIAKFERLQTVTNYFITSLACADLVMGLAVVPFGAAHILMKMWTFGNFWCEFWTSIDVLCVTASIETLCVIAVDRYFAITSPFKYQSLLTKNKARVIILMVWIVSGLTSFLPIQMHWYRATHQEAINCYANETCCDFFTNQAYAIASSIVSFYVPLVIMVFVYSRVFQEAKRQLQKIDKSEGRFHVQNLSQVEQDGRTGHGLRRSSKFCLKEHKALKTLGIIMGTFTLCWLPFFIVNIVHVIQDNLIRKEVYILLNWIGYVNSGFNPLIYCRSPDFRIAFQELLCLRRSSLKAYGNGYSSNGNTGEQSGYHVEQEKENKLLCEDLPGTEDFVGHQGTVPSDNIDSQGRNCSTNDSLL
# TCR activator = activates T cell receptor signaling; primary human leukocytes, anti-CD3, IL-2 HTRF, 48 h; Potency, µM (doses to about 9.22 µM), without a hit: top-dose activation of IL-2 secretion, actives largely listed as activators; 330,000 tested, under 10 active; AID 504894; note: % of control where 0% means no effect
#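 Compounds are tested in HTS on primary human leukocytes co-incubated with a-CD3 beads for 48 hr. IL-2 output is measured by time-resolved FRET.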
# TRPV1 ag = agonists of human vanilloid receptor 1 (TRPV1). Q8NER1. TRPV1-expressing cells, Fluo-8 calcium influx, agonist mode. activation, % at 8.33 µM. 320,000 tested, 0.19% active. AID 540275; in the data active = activation above about 80%; inconclusive = between about 30% and that limit; note: 0% is about no effect
#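 TRPV1-expressing cells were cultured overnight at 35.5C and loaded with Fluo-8 calcium dye for 40 to 90 min at room temperature. After a 10 s baseline, compound was added and calcium influx was read kinetically for 3 min (ex 480/em 520 nm).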
# ELG1 DNA repair = blocks ELG1-dependent DNA repair in HEK293T cells | Potency, µM (titrated, usually from 46.1 µM), for the others: at the top dose activity change, negative = inhibition, usual class: inhibitors | HEK293T ELG1-luciferase reporter, luminescence, 16 h; DNA damage induced by 5-fluorouridine | 330,000 tested, 2.3% active | AID 504467; note: potency is the fitted concentration of half-maximal effect; % is set by controls: 0 for no effect and ±100 for the full control effect; nearly all actives have a fitted effect of over 55% in size
#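 Quantitative HTS, concentration-response format. 2,000 cells/well co-treated with 5-fluorouridine and compound, 16 hr in 5% CO2 at 37 °C; ONE-Glo luminescence read after 30 min.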
# PTAP TSG101 blk = blocks PTAP/TSG101 interaction to inhibit HIV-1 budding; Fluorescence polarization, FITC-PTAP peptide / Tsg101 binding; 340,000 tested, under 10 active; AID 493005; Q99816; Potency, µM (highest dose often 115 µM), inactives show top-dose activity change, negative = inhibition, actives largely listed as inhibitors; active = well fitted inhibition curve with a large enough effect in the main read-out, with a control signal flat, not every such curve was filed as active; inconclusive = small, poorly fitted or top-dose-only effect, or effect the other way, or a change in a side signal; inactive = no such curve, though single readings can be large or run the other way; note: potency is the fitted concentration of half-maximal effect; % of control where 0% means no effect
# Target sequence (Q99816 whole entry, looked up): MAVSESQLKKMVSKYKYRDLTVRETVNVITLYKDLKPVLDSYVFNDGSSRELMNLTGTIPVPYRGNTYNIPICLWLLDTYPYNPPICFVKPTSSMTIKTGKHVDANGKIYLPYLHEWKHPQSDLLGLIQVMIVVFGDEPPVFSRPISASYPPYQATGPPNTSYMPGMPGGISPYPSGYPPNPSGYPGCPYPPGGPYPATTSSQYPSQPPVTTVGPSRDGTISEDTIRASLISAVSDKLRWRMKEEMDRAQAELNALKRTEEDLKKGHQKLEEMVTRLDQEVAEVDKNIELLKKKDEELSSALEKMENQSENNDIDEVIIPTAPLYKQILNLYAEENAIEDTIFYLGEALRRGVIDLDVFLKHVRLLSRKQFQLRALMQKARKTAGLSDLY
#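 FP read-out: FITC-PTAP peptide, 50 nM final, binding Tsg101 binding domain, 10 uM final; 20 min, r.t.; 10 mM HEPES pH 7.5, 0.15 M NaCl, 0.01% Tween 20, 3 mM EDTA, 0.1 mM TCEP.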
# BRCA1 expr act = BRCA1 expression activation; MCF7-BRCA1-FFLuc reporter, luminescence, 48 h; response scale: scaled: vehicle 0%, 10 µM genistein 100%; Potency, µM (top dose mostly 46.1 µM), without a hit: at the top dose activation, hits mostly activators; 380,000 tested, 1.1% active; note: potency is the fitted concentration of half-maximal effect; nearly all actives have a fitted effect of over 80% in size; some results filed as inactive show a strong effect at the top dose
#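 First, MCF7-BRCA1-FFLuc cells (2000/well) attach for 2 h; next, compounds are pin-added and incubated 48 h at 37 °C; finally, luciferase reagent is added and luminescence read after 15 min.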
# * = called active by the depositor; ? = inconclusive; . = no result given; & = joins results of further samples; [ ] = remark or other dose. Unless noted, calls come from the whole dose curve; as a rule, active = well fitted curve in the direction sought with a large enough effect; inconclusive = small, poorly fitted or top-dose-only effect, or another doubt; inactive = no such curve, though single readings can be large; an effect the other way counts as inactive or inconclusive.
SMILES,MLL CXXC-DNA inh,AT treatment,p53 reactivation,Integrin act MD,B2AR arrestin,TCR activator,TRPV1 ag,ELG1 DNA repair,PTAP TSG101 blk,BRCA1 expr act
Nc1ccc(-c2nc3ccccc3s2)cn1,0%,-4%,?,-13%,-0.3%,4%,3,?,1%,?
CC(C)Cn1c(N)c(C(=O)COC(=O)c2cc(F)cc(F)c2)c(=O)n(C)c1=O,2%,4%,-3%,17%,0.4%,-2%,3,18µM*,-2%,-27%
CSc1nc(-c2ccco2)nn1C(=O)c1ccc(Cl)cc1,154%[activator],4%,9%,.,-4.3%,.,4,1%,.,.
Cc1cccc(C(C(=O)NC2CCCC2)N(C(=O)c2csnn2)C2CC2)c1 (stereo not given),11%,-2%,-2%,-25%,-0.1%,7%,5,4%,-1%,-12%
O=C(NC1=NCCS1)c1cccc(S(=O)(=O)N2CCOCC2)c1,.,9%,2%,15%,0.3%,-1%,-2,3%,-3%,5%
COc1ccc(C)cc1-n1nnnc1SCC(=O)c1cc(C)n(Cc2ccco2)c1C,7%,?,1%,4%,-0.8%,-9%,-3,16%,-10%,11%
Cc1ccc(N2C(=O)c3ccc(N)cc3C2=O)cc1C,-15%,8%,?,-7%,-0.7%,.,14,?,-4%,?
COc1ccc(NC(=O)N(C)C[C@H]2Oc3ccc(NC(=O)C4CC4)cc3C(=O)N([C@H](C)CO)C[C@@H]2C)cc1,.,-2%,2%,11%,-0.5%,3%,.,9%,1%,3%
CCc1cccc(C)c1NC(=O)C1CCN(c2nn3c(=O)cc(C)nc3s2)CC1,41%[activator],13%,-5%,13%,-1.3%,0%,-5,7%,-16%,-4%&0%
Cc1ccc(C(=O)CNc2cc(C)ccc2C)cc1,-14%,-26%,1%,-7%,-1.4%,-3%,-2,-10%,0%,-18%
CCOC(=O)Cc1csc(NC(=O)c2cccc(OC)c2)n1,-1%,8%,13%,8%,-0.2%,3%,3,7%,-5%,3%
O=C(N/N=C\c1cc(Br)cs1)C1COc2ccccc2O1 (stereo not given),10%,.,15%,12%,0.2%,1%,8,?,1%,-1%
CCOc1ccc(C(=O)NNC(=O)C2CC(=O)N(c3ccc(C)cc3)C2)cc1 (stereo not given),.,-2%,6%,-11%,0.5%,-6%,0,0%,0%,10%
CC(CC(=O)N(C)c1c(N)n(Cc2ccccc2)c(=O)[nH]c1=O)c1ccccc1 (stereo not given),.,2%,-1%,-5%,0.1%,2%,-5,25%,0%,5%
CCCNC(=O)Cn1cc(S(=O)(=O)N2CCCC2)c(S(=O)(=O)N2CCCC2)c1,15%,5%,-2%,-35%,-0.1%,0%,1,?,-4%,-2%
CCOC(=O)C(C(=O)OCC)C(=O)c1cc(OC)c(OC)c(OC)c1,-5%,-8%,-3%,17%,-1.6%,-4%,2,17%,-1%,-11%
Cc1[nH]n(-c2ccccc2)c(=O)c1C=Nc1ccc(S(=O)(=O)NC(N)=O)cc1,-16%,-5%,0%,76%,-0.5%,0%,3,3%,1%,-6%
Cc1ccc(S(=O)(=O)N2CCN(C(=O)COC(=O)c3ccc(C(C)(C)C)cc3)CC2)c(C)c1,4%,-3%,-6%,-2%,-0.4%,.,3,-6%,0%,-5%
O=C(NCCN1CCOCC1)c1csc2c1CCCCC2,0%,-3%,-1%,-10%,0.0%,1%,1,-1%,-12%,26%
CCN1CCCC1CNC(=O)C(=O)Nc1ccccc1 (stereo not given),-3%,18%,25%,0%,0.1%,-1%,-1,?,-4%,91%
CCOC(=O)c1cc(S(=O)(=O)Nc2ccc(OC)cc2OC)cn1C,41%[activator],-7%,-5%,-45%,-0.9%,-6%,-8,-2%,1%,-36%
O=C(Cn1nnc2ccccc21)OCC(=O)c1ccc(Cl)cc1,13%,49%,2%,.,0.0%,.,4,-4%,.,.
Cc1cc(Br)ccc1NC(=O)CN1C(=O)C2CC=CCC2C1=O (stereo not given),.,-6%,7%,0%,-0.4%,-2%,-1,-7%,-1%,6%
CCN1C(=O)c2cccc3c(S(=O)(=O)N4CCNCC4)ccc1c23,.,6%,-7%,10%,-1.6%,4%,.,?,-7%,-11%
COc1ccc(C(CNC(=O)c2ccc(N3CCCC3=O)cc2)N(C)C)cc1 (stereo not given),-3%,1%,?,-10%,-0.2%,-4%,0,2%,-1%,20%
O=C(/C=C\c1ccco1)c1ccc(NC(=O)c2ccco2)cc1,12%,-2%,14%,-38%,-0.3%,4%,10,?,0%,1.8µM*
COc1ccc2[nH]c(=O)c(CN(Cc3cccs3)Cc3nnnn3Cc3ccccc3)cc2c1,6%,4%,1%,19%,-0.7%,3%,4,?,-6%,-3%[1.84 µM]
O=C(Nc1cc(S(=O)(=O)N2CCOCC2)ccc1N1CCOCC1)c1ccc(S(=O)(=O)N2CCCCC2)cc1,2%,-1%,-6%,-6%,-0.5%,-16%,-5,7%,-2%,-27%
COc1ccccc1NC(=O)NNC(=O)c1ccncc1,.,.,.,0%,.,-13%,.,.,-1%,-19%
Cn1nnnc1SCC(=O)N1CCc2ccccc21,-21%,2%,7%,10%,-1.1%,0%,-1,0%,-3%,0%
COc1ccc(C(C)NC(=O)c2ccc([N+](=O)[O-])cc2)cc1OC (stereo not given),-4%,-2%,-6%,-21%,-0.4%,-4%[46.1 µM],-2,-24%,-3%,-11%
COc1ccc(/C=N/NC(=O)CCC(=O)Nc2ccc(F)cc2)c(OC)c1,24%,5%,.,-13%,-0.1%,1%,1,-3%,0%,-16%
O=C(Nc1ccc2ccccc2n1)c1ccccc1,19%,2%,?,-15%,0.3%,1%,?,?,1%,43%
CN(C)C1=NCCN1CCc1ccc(F)cc1,.,21%,-5%,-4%,-0.1%,-13%,-2,15%,-2%,-17%
COCC(C)NC(=O)CSc1nc2ccccc2n1CCc1ccccc1 (stereo not given),1%,6%,0%,-7%,0.2%,0%[46.1 µM],?,?,-6%,-20%
Cc1ccc(C(=O)Cc2cc3ccccc3oc2=O)c(C)c1,46%[activator],1%,?,-6%,0.5%,-7%,?,?,-4%,4µM*
CCOC(=O)c1nnn(-c2nonc2N)c1CNc1ccccc1,13%,-8%,-6%,18%,-0.7%,-1%,7,-2%,0%,-17%
COc1cc(-c2cc(C(=O)O)c3cc4c(cc3n2)OCCO4)cc(OC)c1OC,9%,11%,2%,30%,0.2%,4%,1,-4%,-2%,2%
COC(=O)c1sc2nc3c(c(-c4cccs4)c2c1N)CCCC3,2%,8%,1%,25%,-1.2%,1%[46.1 µM],1,-11%,2%,-14%
CC(C)(C)N(Cc1ccccc1)C(=O)COC(=O)c1ccc(Br)o1,.,-1%,17%,3%,0.0%,2%,26,-5%,-7%,12%
O=C(c1ccco1)N1CCN(C(=O)c2[nH]ncc2[N+](=O)[O-])CC1,10%,-2%,-4%,26%,-0.5%,0%[46.1 µM],-3,0%,-1%,-1%
COc1ccc(-c2nn(C)c(=O)c3ccccc23)cc1NC(=O)Cn1nc(-c2ccccc2)c2ccccc2c1=O,9%,22%,-3%,-38%,-0.9%,5%,2,?,-3%,-23%
c1ccc(CNC2CC3CCC2C3)cc1 (stereo not given),.,.,.,0%,.,6%,.,.,-7%,-10%
COc1ccc2nc(SCc3ccccc3C)nc(C)c2c1,-1%,5%,?,-19%,-0.9%,-9%[46.1 µM],2,?,-10%,?
O=C(/C=C/c1ccccc1)Nc1ccc2c(c1)C(=O)NC2=O,-9%,6%,2%,0%,0.1%,4%,?,16%,-1%,2%
CC1=C(C)/C(=N/OC(=O)c2cccc([N+](=O)[O-])c2)C=CC1=O,14%,-6%,-32%[inhibitor],-49%[inhibitor],-0.1%,3%[46.1 µM],-5,?,0%,-51%
O=C(NCCCCl)C1CC(=O)N(CCc2ccc(F)cc2)C1 (stereo not given),8%,-4%,9%,-35%[inhibitor],0.0%,-5%,-1,8%,-2%,8%
CCOC(=O)C1(Cc2cccc(F)c2)CCN(C(=O)C2CCOCC2)CC1,-2%,1%,-2%,-9%,0.3%,0%,?,8%,-4%,0%
Cn1c(COc2ccc(Cl)cc2)nnc1SCC(=O)Nc1ccc2c(c1)CCC2,9%,0%,0%,?,-0.3%,1%[46.1 µM],2,1%,-1%,-30%
CC1CCN(C(=O)COc2ccc(S(=O)(=O)N3CCOCC3)cc2)CC1,.,2%,7%,23%,0.2%,-2%,-2,2%,-1%,-7%
Cc1ccc([N+](=O)[O-])cc1Nc1nc(N2CCCC2)nc(N2CCCC2)n1,7%,-8%,9%,-5%,-0.2%,.,1,21%,1%,-5%
